Screens deposited in PubChem BioAssay by National Center for Advancing Translational Sciences (NCATS).
Menin MLL FP TR: inhibitors of human menin-MLL interaction, mutant MLL peptide; 270,000 compounds, 0.23% hits; Potency, µM (doses to about 61.6 µM), for the others: top-dose FP activity change, negative = inhibition, hits mostly inhibitors; Menin + Texas Red MLL mutant peptide, fluorescence polarization; O00255; active means well fitted inhibition curve with a large enough effect in the polarisation, with a control signal flat, not every such curve was filed as active; inconclusive means small, poorly fitted or top-dose-only effect, or effect the other way, or a change in a side signal; inactive means no such curve, though single readings can be large or run the other way; the % refers to the polarisation; further: potency means the concentration at half of the fitted maximal effect; % of control where 0% means no effect; many of its hits are not listed in these tables
Target sequence (O00255 whole entry, looked up): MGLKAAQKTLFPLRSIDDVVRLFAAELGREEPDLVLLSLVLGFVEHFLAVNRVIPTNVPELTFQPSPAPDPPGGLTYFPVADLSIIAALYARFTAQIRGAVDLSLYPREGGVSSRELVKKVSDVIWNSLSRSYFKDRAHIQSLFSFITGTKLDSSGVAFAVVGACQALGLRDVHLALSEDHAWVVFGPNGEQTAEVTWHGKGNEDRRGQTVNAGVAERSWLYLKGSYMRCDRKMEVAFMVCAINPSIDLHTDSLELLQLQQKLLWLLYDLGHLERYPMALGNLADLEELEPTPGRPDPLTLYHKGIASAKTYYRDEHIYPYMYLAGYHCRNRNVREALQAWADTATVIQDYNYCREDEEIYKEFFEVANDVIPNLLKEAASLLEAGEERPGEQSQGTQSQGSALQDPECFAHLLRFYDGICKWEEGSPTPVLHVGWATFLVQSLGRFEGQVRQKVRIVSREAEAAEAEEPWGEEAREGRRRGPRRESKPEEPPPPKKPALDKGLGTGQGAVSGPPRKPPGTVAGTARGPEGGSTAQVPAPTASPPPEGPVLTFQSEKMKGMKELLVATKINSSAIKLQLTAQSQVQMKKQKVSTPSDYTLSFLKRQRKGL
BRCA1 expr up: activators of BRCA1 expression | 380,000 compounds, 1.1% hits | MCF7-BRCA1-FFLuc reporter, luminescence, 48 h; response scale: scaled: vehicle 0%, 10 µM genistein 100% | Potency, µM (doses to about 46.1 µM), for the others: at the highest dose activation, usual class: activators | AID 624202; further: potency means the concentration at half of the fitted maximal effect; nearly all actives have a fitted effect of over 80% in size; some results filed as inactive show a strong effect at the top dose
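MCF7-BRCA1-FFLuc, 2000 cells/well; 2 h attach, 37 °C/5% CO2; compound 48 h; luciferase substrate 15 min; luminescence end-point. Norm. to genistein 10 microM max activation and DMSO; concentration-response curves fitted.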
p53 reactivation: restores transcriptional activity of mutant p53. H1299 p53-A138V BP100-luciferase reporter, luminescence, 24 h. Potency, µM (doses to about 92.2 µM), for the others: top-dose activity change, positive = activation, hits mostly activators. 320,000 compounds, 0.063% hits; further: potency means the concentration at half of the fitted maximal effect; % of control where 0% means no effect; nearly all actives have a fitted effect of over 45% in size
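H1299 (p53-null), stable ts p53-A138V + BP100-Luc; 1000 cells/well, Opti-MEM/10% FBS; cpd 4 pt, 1:5; 24 h, 37 deg C, 5% CO2; detection reagent 10 min RT; luminescence.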
RORgamma inh: blocks mouse ROR gamma transcriptional activity; P51450; Drosophila S2 Gal4-RORgamma UAS-luciferase reporter, 20 h; Potency, µM (titrated, usually from 53.6 µM), for the others: at the top dose activity change, negative = inhibition, hits mostly inhibitors; 310,000 compounds, 5.4% hits; AID 2551; further: potency means the concentration at half of the fitted maximal effect; on the % scale 0 is the no-effect control and ±100 the full control effect; nearly all actives have a fitted effect of over 60% in size
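Compounds are pin-transferred onto Drosophila Schneider cells expressing a copper-inducible Gal4–ROR gamma transactivation domain fusion. After 1 hr, copper sulfate is added to 700 uM final; luciferase is read 20 hr later.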
FLuc counter: firefly luciferase modulation, counter-screen for miR-21 project; purified FLuc, Km substrates, luminescence inhibition; Potency, µM (top dose mostly 57.5 µM), for the others: at the highest dose activity change, negative = inhibition, usual class: inhibitors; 360,000 compounds, 6.9% hits; AID 588342;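 further: potency means the concentration at half of the fitted maximal effect; plate controls were vehicle for no effect and reference inhibitor for full effect; nearly all actives have a fitted effect of over 55% in size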
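Biochemical qHTS of compounds, final roughly 60 µM downward over six points, against 10 nM purified firefly luciferase using Km concentrations of substrates (10 uM D-luciferin, 10 uM ATP) in Tris acetate pH 7.5 buffer; luminescence output.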
ELG1 genotoxic: inducers of genotoxicity in HEK293T ELG1-luciferase cells. HEK293T ELG1-luciferase reporter, luminescence, 16 h. Potency, µM (top dose mostly 46 µM), inactives show at the highest dose activity change, positive = activation, most hits filed as activators. 330,000 compounds, 1.3% hits; further: potency means the concentration at half of the fitted maximal effect; % of control where 0% means no effect; nearly all actives have a fitted effect of over 60% in size
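Genotoxic stress is detected as increased luminescence from luciferase-tagged ELG1 in HEK293T cells, measured with ONE-Glo after a 16 hr treatment at 37 °C.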
PKM2 act: PKM2 (human) enzyme activation | AID 1631 | Potency, µM (highest dose often 57.5 µM), inactives show top-dose activation, hits mostly activators | 260,000 compounds, 0.34% hits | purified PKM2, Kinase-Glo ATP luminescence, activation; response scale: 0% is enzyme alone, no compound; further: potency means the concentration at half of the fitted maximal effect; on the % scale 0 is the no-effect control and ±100 the full control effect; nearly all actives have a fitted effect of over 55% in size
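ATP formation by purified human PK-M2, quantified via coupled luciferase luminescence after 1 h at room temperature with 0.1 mM ADP and 0.5 mM PEP final.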
Giardia killer: kills Giardia lamblia; activity change, % at 7.66 µM, hits read low; 340,000 compounds, 0.15% hits; Giardia lamblia trophozoite viability; in the data active means activity change below about -80%; inconclusive means between about -30% and that limit;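 further: parasites exposed to compound for two days anaerobically before the ATP read; on the % scale 0 is the no-effect control and ±100 the full control effect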
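Trophozoites 100 cells/well + cpd; 48 hrs, 37 deg C, anaerobic. ATPLite 1-Step added, 15-30 min RT, luminescence read (ATP-based viability).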
Rab9 prom act: Rab9 promoter activation. 320,000 compounds, 2.8% hits. AID 485297. Potency, µM (highest dose often 9.22 µM), without a hit: at the top dose activation, negative = inhibition, hits mostly activators. Huh7 Rab9 promoter-luciferase reporter, luminescence, 24 h; further: potency means the concentration at half of the fitted maximal effect; % of control where 0% means no effect; nearly all actives have a fitted effect of over 60% in size
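Using Huh7 cells stably transfected with Rab9 promoter–luciferase, compounds were incubated 24 h at 37 °C, 5% CO2; luciferase luminescence was read 10 min after reagent addition.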
NPC1 promoter act: NPC1 promoter activation; Potency, µM (series often up to 9.22 µM), for inactives: top-dose activation, hits mostly activators; Huh7 NPC1 promoter luciferase reporter, 24 h; 320,000 compounds, 2.4% hits;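 further: potency means the concentration at half of the fitted maximal effect; % of control where 0% means no effect; nearly all actives have a fitted effect of over 60% in size; reporter is driven by a mutant NPC1 promoter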
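Readout is luciferase luminescence, reflecting NPC1 promoter activation in stably transfected Huh7 cells after 24 h compound exposure at 37 °C in reduced-serum medium with 10% FBS.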
VP16 counter: counter-screen for ROR gamma inhibitors: Gal4-VP16 reporter | Drosophila S2 Gal4-VP16 UAS-luciferase, luminescence, 20 h | Potency, µM (doses to about 53.6 µM), for the others: top-dose activity, negative = inhibition, usual class: inhibitors | 310,000 compounds, 3.5% hits;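 further: Gal4-VP16 expression switched on by copper sulfate through the metallothionein promoter; potency means the concentration at half of the fitted maximal effect; on the % scale 0 is the no-effect control and ±100 the full control effect; nearly all actives have a fitted effect of over 50% in size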
* hit, by the source's call; ? = inconclusive; . = no result given; & = joins results of further samples; [ ] = another dose, or the depositor's remark. Unless noted, the call rests on the fitted dose curve; in most records, active means well fitted curve in the direction sought with a large enough effect; inconclusive means small, poorly fitted or top-dose-only effect, or another doubt; inactive means no such curve, though single readings can be large; an effect the other way counts as inactive or inconclusive.

cpd	SMILES	Menin MLL FP TR	BRCA1 expr up	p53 reactivation	RORgamma inh	FLuc counter	ELG1 genotoxic	PKM2 act	Giardia killer	Rab9 prom act	NPC1 promoter act	VP16 counter
1	COc1ccc(N(CC(=O)Nc2cccc(SC)c2)S(C)(=O)=O)cc1Cl	?	-41%	-2%	0%	4%	-6%	15%	11	6%	18%	-4%
2	COC12C(COC(N)=O)C3=C(C(=O)C(C)=C(N)C3=O)N1CC1C2N1C (stereo not drawn)	.	.	-4%	-35%	5%	0%	2%	?	0%	-2%	-14%
3	O=C(COc1ccc(Cl)cc1)NCCc1cnc[nH]1	?	4%	2%	14%	-2%	1%	.	8	-3%	1%	3%
4	Oc1ccc2c3c1O[C@H]1c4[nH]c5ccccc5c4C[C@@]4(O)[C@@H](C2)N(CC2CC2)CC[C@]314	.	-4%	4%	.	4%	-4%	.	-21	-6%	-4%	.
5	CCC(C)n1c(O)c(C(c2ccccn2)c2c(O)n(C(C)CC)c(=S)[nH]c2=O)c(=O)[nH]c1=S (stereo not drawn)	1%	-1%	17%	-39%	4%	3%	-5%	1	1%	1%	6%
6	CC(=O)c1ccc(OCC(=O)N2CCCC(N(C)Cc3ccccc3)C2)cc1 (stereo not drawn)	.	-8%	29%	4%	2%	-4%	-20%	2	-1%	-3%	0%
7	O=C(N/N=C/c1c(O)n(Cc2ccccc2)c(=O)[nH]c1=O)c1ccncc1	.	4%	3%	-39%	?	0%	2%	-9	-9%	-5%	-19%
8	CN1C(=O)C(=Cc2cccnc2)C(=O)N(C)C1=O	.	-17%	-2%	-2%	-15%	-1%	-10%	-10	-9%	-3%	-1%
9	COc1cccc(N2C(=O)NC(=O)/C(=C/c3ccc4c(c3)Cc3ccccc3-4)C2=O)c1	26%	.	5%	-28%	21µM*	2%	3%	3	-3%	1%	?
10	Cc1ccc(C(=O)O)cc1N=Nc1c(O)[nH]c(=O)[nH]c1=O	29%	-2%	-1%	1%	-7%	-1%	.	-15	2%	-2%	-13%
11	CC(C)(C)C(=O)Cn1c(NCCCl)nc2ccccc21	16%	2%	5%	-2%	0%	3%	0%	-9	2%	-6%	-3%
12	O=C(c1ccc(Cl)cc1)C12CN3CN(CN(C3)C1)C2	-3%	32%	2%	-14%	0%	2%	-6%	8	8%	4%	-8%
13	CCCCn1c(NC(=O)c2ccc(Br)o2)c(C(=O)OCC)c2nc3ccccc3nc21	-6%	-13%	17%	?	-1%	-3%	-1%	-5	-4%	1%	?
14	C[C@]12CCC3[C@@H](CCC4=CC(=O)CC[C@@]43C=O)C1CCC2=O (stereo partly drawn)	-2%	-17%	-1%	29%	3%	0%	.	-10	-1%	6%	-1%
15	c1ccc(C[n+]2ccccc2)cc1	.	8%	-1%	.	3%	1%	.	-7	-1%	9%	.
16	O=C(O)/C=C\C(=O)Nc1ccc(Oc2ccc(Br)cc2)cc1	26%	19%	-2%	-9%	19µM*	0%	1%	-17	-3%	-1%	7%
17	CC(C)C/C(=N/O)c1c[nH]c2ccccc12	?	-18%	-3%	48%	-2%	0%	3%	-2	-7%	1%	6%
18	Cc1c(C(=O)O)cc(-c2ccccc2)n1Cc1ccccc1	-11%	-13%	-2%	7%	5%	-2%	.	19	0%	0%	-6%
19	CCC12CN3CCN(CC(C3)/C1=N\O)C2	3%	2%	4%	-1%	1%	3%	0%	18	0%	-4%	0%
20	CCOC(=O)C1(CCOc2ccccc2)CCN(Cc2ccccc2OC)CC1	?	-35%	-7%	11%	1%	-8%	-3%	-2	-15%	1%	-1%
21	CCCCn1c(O)c(C(=O)/C=C/c2c[nH]c3ccccc23)c(=O)[nH]c1=O	.	-20%	-5%	22%	-3%	-1%	-14%	-4	1%	7%	-6%
22	O=c1[nH]c(=S)n(-c2ccccc2F)c(O)c1C=NCc1ccco1	5%	-19%	-5%	15%	3%	1%	-3%	10	-6%	-2%	6%
23	CCOc1ccc2oc(C(=O)NN3C(C)CCCC3C)c(C)c2c1 (stereo not drawn)	-26%	-2%	-3%	12%	-7%	-5%	-1%	1	1%	1%	3%
24	O=c1cccc2n1CC1CC2CN(Cc2ccc3c(c2)OCO3)C1 (stereo not drawn)	0%[11.7 µM]	-4%	4%	7%	6%	-7%	1%	-6	2%	-1%	7%
25	N#CCP(=S)(c1ccccc1)c1ccccc1	10%	-21%	-12%	-23%	4%	0%	-11%	20	-8%	-1%	-15%
26	C=CCN1C(=O)C2(C(C(=O)OCC)=C(N)Oc3ccccc32)c2c1c1ccccc1oc2=O (stereo not drawn)	-7%	3%	-10%	22%	0%	-3%	-12%	-2	5%	1%	-8%
27	CCC(CC)N1CCN(C(=O)Cc2ccccc2)CC1	15%	5%	-8%	-2%	-1%	0%	1%	-3	-1%	-2%	-5%
28	Oc1ccc2c3c1OC1C(O)CC[C@@]4(O)[C@@H](C2)N(CC2CCC2)CC[C@]314 (stereo partly drawn)	2%	.	.	6%	-2%	.	1%	.	-3%	0%	-4%
29	COc1ccc2cc1Oc1ccc(cc1)C[C@H]1c3cc(c(OC)cc3CCN1C)Oc1c(OC)c(OC)cc3c1[C@@H](C2)N(C)CC3	-21%[24.8 µM]	-32%	5%	-16%[16.9 µM]	-2%	9%	.	17	-6%	-7%	-11%[17 µM]
30	C=C1C(=O)O[C@H]2[C@H]1[C@H](OC(=O)CC(=O)O[C@@H]1C[C@@H](C)[C@@H]3C=CC(=O)[C@@]3(C)[C@H]3OC(=O)C(=C)[C@H]13)C[C@@H](C)[C@H]1C=CC(=O)[C@]12C	.	-43%	-15%	7.1µM*	4%	5%	0%	8	-27%	-11%	7.1µM*
31	CC(N)C(=O)OC(C)(C)Cc1ccc(Cl)cc1 (stereo not drawn)	-6%&-2%	4%	-7%	1%	6%	8%	.	-12	-2%[46.1 µM]	6%[46.1 µM]	16%
32	O=c1[nH]c(=S)n(-c2ccc(Cl)cc2)c(O)c1C=Nc1ccc(N2CCOCC2)cc1	21%	4%	-2%	?	1%	0%	26%	-4	0%	4%	3%
33	COc1ccc(C(=O)NC(=S)NNC(=O)c2cccnc2)cc1	14%	-20%	8%	16µM*	-3%	5%	-6%	-25	0%	0%	-13%
34	O=C(NC12CC3CC(CC(C3)C1)C2)OC1CN2CCC1CC2 (stereo not drawn)	.	-3%	1%	-12%	-1%	2%	-1%	-11	-2%	2%	-2%
35	C=C(COC(C)=O)CC1CC(O)[C@]2(C)OC3CC4OC5C[C@]6(C)O[C@]7(C)CCC8OC9C[C@]%10(C)OC%11C(C)=CC(=O)OC%11CC%10OC9C[C@@H](C)C8OC7CC6O[C@]5(C)C/C=C\C4OC3CC2O1 (stereo partly drawn)	.	0%	4%	12%	-1%	-6%	0%	-14	-8%	-9%	-13%
36	CCOc1ccc(NC2=NCCCS2)cc1	-11%	47%	-1%	-1%	-2%	-19%	-1%	6	0%	-4%	-10%
37	O=[N+]([O-])c1ccc(Cl)c(Cl)c1Cl	.	16%	0%	18%	6%	1%	.	-17	0%	-5%	-17%
38	C=Cn1ccnc1P(=S)(c1nccn1C=C)c1nccn1C=C	-3%	6%	-8%	-38%	10%	1%	-4%	-12	4%	2%	9%
39	CCCCn1c(=O)c(C(=O)Nc2cccc(C)c2)c(O)c2ccccc21	?	-2%	.	0%	-1%	-9%	-5%	5	7%	-1%	17%
40	Cc1ncc(CC(=O)n2cc(C(=O)c3cc(Cl)ccc3O)cn2)s1	11%	59%	5%	7.9µM*	1%	-11%	26%	?	3%	1%	?
41	OCC(Cl)CCl (stereo not drawn)	.	-14%	-4%	-4%	-1%	0%	.	-27	0%	-2%	5%
42	O=[N+]([O-])c1ccc(N2CCNCC2)cc1NCc1ccco1	-4%	-21%	-8%	-9%	-6%	4%	-10%	4	-1%	4%	4%
43	O=P(C(c1c[nH]c2ccccc12)N1CCOCC1)(N1CCOCC1)N1CCOCC1 (stereo not drawn)	-16%	-10%	0%	-4%	-1%	-3%	-15%	13	1%	0%	3%
44	O=C(O)CN1C(=O)CN=C(c2ccccn2)c2cc(Cl)ccc21	.	-3%	0%	-3%	1%	-1%	-5%	-20	-2%	-3%	2%
45	O=C1NC(=O)C(CCc2ccccn2)(Cc2cccc(Cl)c2Cl)C(=O)N1c1ccc(Br)cc1 (stereo not drawn)	-9%	-34%	-7%	-10%	-3%	-4%	3%	-14	-11%	-3%	?
46	CCN(CC)c1ccc(N=Cc2c(O)n(Cc3ccco3)c(=O)[nH]c2=O)cc1	.	-41%	1%	-12%	-3%	1%	-1%	-28	3%	1%	-5%

The list is partial; count on the stated rates, not on these rows.
